Assay outcomes (PubChem)
EWS-Fli block: EWS/Fli-driven NR0B1 reporter inhibitors, primary screen, A673 cells, NR0B1 luciferase, luminescence, MLPCN library; inhibition, % at 12.6 µM; 350,000 compounds, 0.67% hits; AID 651661, 2012; viability-normalised;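 active = mean inhibition of at least 50% after viability correction, with every replicate also passing that limit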;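 also: firefly luciferase signal divided by Alamar Blue viability fluorescence both relative to DMSO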
RAD54 inh: inhibitors of human RAD54 branch migration, primary screen, biochemical, fluorescence, single point. DNA repair and recombination protein RAD54-like (Homo sapiens), Q92698. RAD54 Holliday junction branch migration, FAM/BHQ fluorescence. inhibition, % at 10.4 µM. 360,000 compounds, 0.14% hits;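 active = mean normalized replicate activity at least 40 and at least half of replicates scoring 40 or more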;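 also: 0% = median of neutral control wells and 100% = median of positive control wells; inhibitors cause a drop in the FAM fluorescence signal; in these data hits start at about 50%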
esBAF inh: Bmi1 luciferase reporter increase in mESCs, primary screen, esBAF inhibitor project, mouse ES cells, Bmi1 luciferase knock-in, single point; 24 h; 100% = twice the neutral-well signal; reporter increase, % at 12.5 µM; 350,000 compounds, 2% hits; AID 602393, 2012; in the data active = activation above about 40%;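 also: 0% = median of the plate's neutral control wells and 100% = double that signal; a rise in the Bmi1 reporter signal indicates esBAF inhibition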
XiGFP reactiv: activators of inactive X chromosome reactivation, primary screen, imaging, XiGFP fibroblasts, GFP high-content imaging, set 2 | XiGFP mouse fibroblasts, % GFP-positive cells imaging, 3 d; cells co-treated with 5-aza-dC sensitizer; scaled so ellipticine positive control = 100% | activation, % at 7.58 µM | 360,000 compounds, 0.055% hits | AID 743238, 2013;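 active = mean normalized replicate activation at least 10% and every replicate at or above 10%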;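 also: 0% = median of on-plate neutral control wells and 100% = ellipticine 6 µM median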
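System: XiGFP fibroblasts, SV40-immortalized. Medium: DMEM plus 5-aza-dC sensitizer. Doses: single point. Timing: 3 d treatment, 15 min room-temperature fixation. Control set: ellipticine 6 µM.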
FN deposition inh: inhibitors of fibronectin matrix deposition, primary screen, AH1F cells, Alexa488-fibronectin fluorescence, plate reader; 350,000 compounds, 0.086% hits; AH1F fibroblasts, overnight; inhibition, % at 12.6 µM; AID 743247, 2014;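 active = mean inhibition across replicates of 30% or more, regardless of how many single replicates reach that level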;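 also: positive control wells lacked labelled fibronectin entirely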
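Assay system: AH1F fibroblasts assembling fluorescent fibronectin matrix; Amount: 10000 AH1F cells per well; Buffer or medium: DMEM, 2% serum; Probe or stimulus: Alexa488-fibronectin, 24 nM final in well; Doses: single compound dose, delivered by pin transfer; Incubation: 1 h adhesion, overnight exposure; Measured by: fluorescence 485/525 nm; Read-out: fibronectin deposition inhibition.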
RAD52 inh: RAD52 DNA annealing inhibitors, primary screen, biochemical, FRET, single point, set 2; 360,000 compounds, 0.46% hits; DNA repair protein RAD52 homolog (Homo sapiens), P43351; AID 651710, 2012; inhibition, % at 18.7 µM; recombinant RAD52 DNA annealing, FRET fluorescence;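 active = every replicate showing at least 50% inhibition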
S100A4 MyoIIA: inhibitors of S100A4-myosin IIA peptide binding, primary screen, biochemical, fluorescence polarization, TAMRA-MyoIIA peptide | Protein S100-A4 (Homo sapiens), P26447 | inhibition, % at 10.7 µM | 360,000 compounds, 0.14% hits;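 active = mean inhibition of at least 70% across replicates, with every replicate also reaching that level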
Target sequence (P26447 whole entry, looked up): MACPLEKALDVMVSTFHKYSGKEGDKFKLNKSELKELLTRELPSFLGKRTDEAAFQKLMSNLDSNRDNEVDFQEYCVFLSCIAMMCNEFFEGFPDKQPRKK
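incubation = readout 5 min after mixing, signal stable up to 60 min | system = S100A4 monomer protein | buffer or medium = HEPES pH 7.2 with CaCl2, KCl, NaCl, DTT, Triton | benchmarks = neutral control DMSO, positive control TFP | also added = fluorescent myosin IIA peptide, 5 nM | compound dosing = one concentration per compound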
E-sel inducer: E-selectin induction in HUVECs, primary screen, imaging, HUVEC, immunofluorescence imaging, single point. 260,000 compounds, 0.37% hits. activation, % at 7.58 µM. normalized: neutral wells 0, TNF-alpha wells 100. P16581;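 active = mean E-selectin-positive cell signal at least 10% of the positive control, reached in at least 60% of replicates, without over 20% cell loss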;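 also: in these data hits start at about 27%; measured in HUVEC primary endothelial cells; signal is the percent of cells scored E-selectin positive by PE staining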
Target sequence (P16581 whole entry, looked up): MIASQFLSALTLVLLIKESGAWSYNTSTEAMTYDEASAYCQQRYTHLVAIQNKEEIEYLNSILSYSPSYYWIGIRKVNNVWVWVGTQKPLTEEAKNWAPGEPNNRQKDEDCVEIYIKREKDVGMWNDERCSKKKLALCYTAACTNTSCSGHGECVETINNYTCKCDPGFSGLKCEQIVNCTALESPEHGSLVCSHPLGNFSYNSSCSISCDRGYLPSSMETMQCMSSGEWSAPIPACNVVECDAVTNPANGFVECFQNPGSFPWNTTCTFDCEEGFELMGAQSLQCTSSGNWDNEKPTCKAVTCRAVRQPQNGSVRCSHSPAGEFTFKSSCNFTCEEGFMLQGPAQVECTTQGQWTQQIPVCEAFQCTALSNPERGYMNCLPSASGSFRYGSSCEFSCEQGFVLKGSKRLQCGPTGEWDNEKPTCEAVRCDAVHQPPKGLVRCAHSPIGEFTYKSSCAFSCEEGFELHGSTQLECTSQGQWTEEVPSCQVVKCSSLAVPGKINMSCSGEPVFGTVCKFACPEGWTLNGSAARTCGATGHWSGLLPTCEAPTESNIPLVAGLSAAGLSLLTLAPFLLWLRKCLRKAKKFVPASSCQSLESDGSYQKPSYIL
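Read-out: % PE-positive cells | Test system: HUVEC | Doses: One compound dose added by pin transfer | Buffer or medium: EGM-2 over gelatin coat | Signal: Immunofluorescence imaging | Benchmarks: TNF-alpha, DMSO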
Active calls of the source: *; / = no result given; & = joins results of further samples.

Sample of the layout, eleven compounds:
no.	SMILES	EWS-Fli block	RAD54 inh	esBAF inh	XiGFP reactiv
1	Cc1cc(OCC(=O)NNC(=O)c2cnccn2)cc(C)c1Cl	/	-4	-16	0.0
2	CO[C@H]1CN(C)C(=O)c2cc(NC(=O)NC3CCCCC3)ccc2OC[C@H](C)N(C)C[C@@H]1C	-2	5	1	0.0
3	COc1ccc(NC(=O)c2ccc3ncsc3c2)cc1	-88	0	30	0.0
4	CCOc1ccc2[nH]c(=O)c(CN(CCCO)S(=O)(=O)c3ccc(F)cc3)cc2c1	-1	-3	9	0.0
5	C[C@H](CO)N1C[C@H](C)[C@H](CN(C)Cc2ccc(C(=O)O)cc2)Oc2ccc(NS(=O)(=O)c3ccc(F)cc3)cc2CC1=O	-1	-1	-5	-0.9
6	CN(C)C(=O)C[C@@H]1C=C[C@H](NC(=O)NC2CCCCC2)[C@@H](CO)O1	5	10	-2	-0.4
7	COc1ccc(NC(=O)CCSc2nc(C)cs2)cc1	-18	-16	23	0.0
8	O=C(NC1CCS(=O)(=O)C1)c1cccc(Br)c1 (configuration not stated)	-2	-2	0	-0.3
9	NNC(=S)Nc1cccc(-c2n[nH]c(=S)o2)c1	7	-5	/	-0.1
10	Cc1cc(C)n(CC2CC(=O)N(c3ccccc3)C2=O)n1 (configuration not stated)	-16	/	6	0.1
11	CCc1ccc(NC(=O)COc2ccc3c(c2)OCO3)cc1	2	-17	/	-0.1

no.	FN deposition inh	RAD52 inh	S100A4 MyoIIA	E-sel inducer
1	/	-7	0	-0.3
2	11	-19	-35	0.1
3	-2	3	-2	/
4	-3	-19	-3	/
5	/	-5	5	1.2
6	/	-3	-4	7.0
7	-2	7	-5	/
8	-3	-8	22	/
9	-1	-286	-8	-0.2
10	1	6	-4	1.3
11	8	-13	-3	-0.2

The list itself, from the first entry:
no.	SMILES	EWS-Fli block	RAD54 inh	esBAF inh	XiGFP reactiv
1	Cc1cc(OCC(=O)NNC(=O)c2cnccn2)cc(C)c1Cl	/	-4	-16	0.0
2	CO[C@H]1CN(C)C(=O)c2cc(NC(=O)NC3CCCCC3)ccc2OC[C@H](C)N(C)C[C@@H]1C	-2	5	1	0.0
3	COc1ccc(NC(=O)c2ccc3ncsc3c2)cc1	-88	0	30	0.0
4	CCOc1ccc2[nH]c(=O)c(CN(CCCO)S(=O)(=O)c3ccc(F)cc3)cc2c1	-1	-3	9	0.0
5	C[C@H](CO)N1C[C@H](C)[C@H](CN(C)Cc2ccc(C(=O)O)cc2)Oc2ccc(NS(=O)(=O)c3ccc(F)cc3)cc2CC1=O	-1	-1	-5	-0.9
6	CN(C)C(=O)C[C@@H]1C=C[C@H](NC(=O)NC2CCCCC2)[C@@H](CO)O1	5	10	-2	-0.4
7	COc1ccc(NC(=O)CCSc2nc(C)cs2)cc1	-18	-16	23	0.0
8	O=C(NC1CCS(=O)(=O)C1)c1cccc(Br)c1 (configuration not stated)	-2	-2	0	-0.3
9	NNC(=S)Nc1cccc(-c2n[nH]c(=S)o2)c1	7	-5	/	-0.1
10	Cc1cc(C)n(CC2CC(=O)N(c3ccccc3)C2=O)n1 (configuration not stated)	-16	/	6	0.1

no.	FN deposition inh	RAD52 inh	S100A4 MyoIIA	E-sel inducer
1	/	-7	0	-0.3
2	11	-19	-35	0.1
3	-2	3	-2	/
4	-3	-19	-3	/
5	/	-5	5	1.2
6	/	-3	-4	7.0
7	-2	7	-5	/
8	-3	-8	22	/
9	-1	-286	-8	-0.2
10	1	6	-4	1.3

The listing continues.
no.	SMILES	EWS-Fli block	RAD54 inh	esBAF inh	XiGFP reactiv
11	CCc1ccc(NC(=O)COc2ccc3c(c2)OCO3)cc1	2	-17	/	-0.1
12	COc1ccc2c(c1)c(C(=O)N/N=C/c1ccc(Br)cc1)c(C)n2C	33	-3	8	0.0
13	O=C(O)/C=C\c1cccc(-n2nnnc2SCc2ccccc2F)c1	13	-7	7	0.2
14	COc1c(C)cccc1C(=O)Nc1cc(-c2nn3c(C)nnc3s2)ccc1C	-5	-16	0	0.2
15	O=C(C[C@@H]1C=C[C@@H](NC(=O)Nc2cc(F)ccc2F)[C@H](CO)O1)Nc1ccccc1	1	-1	4	-0.1
16	O=C(/C=C/c1cccc([N+](=O)[O-])c1)NCCSCc1cccc(Cl)c1	/	-13	/	-0.2
17	O=S(=O)(Nc1ccccc1N1CCCCC1)c1ccccc1	-18	-5	-2	0.3
18	O=[N+]([O-])c1cc(/C=N/O)ccc1SCc1ccccc1	/	-2	17	/
19	CCN1CCN(C(=O)Cn2ncc3ccsc3c2=O)CC1	0	-1	3	0.3
20	CCn1c(N2CCN(C(=O)/C=C/c3ccccc3)CC2)nc2ccccc21	12	/	/	0.5

no.	FN deposition inh	RAD52 inh	S100A4 MyoIIA	E-sel inducer
11	8	-13	-3	-0.2
12	15	-9	-5	6.1
13	1	-17	-1	-0.1
14	0	-11	1	-0.1
15	/	2	-1	-0.3
16	0	/	/	0.4
17	6	-17	9	/
18	8	/	/	-1.1
19	12	-22	1	0.2
20	3	-30	-35	-0.2

(further entries)
no.	SMILES	EWS-Fli block	RAD54 inh	esBAF inh	XiGFP reactiv
21	CC1CCN(S(=O)(=O)c2ccc(NC(=O)[C@@H]3CCCC[C@@H]3C(=O)O)cc2)CC1	6	-12	1	0.3
22	COC(=O)C1=C(C)N(Cc2ccccc2C(F)(F)F)C(=NCc2ccc(C(F)(F)F)cc2)NC1c1ccc(Cl)cc1 (configuration not stated)	14	/	/	0.0
23	OC(c1ccc(F)cc1)c1nc(-c2ccoc2)cs1 (configuration not stated)	-15	-12	16	0.5
24	Nc1ccc(S(N)(=O)=O)cc1N	-17	27	11	-0.1
25	CCCc1ccc(OCc2ccc(C(=O)Nc3cccc(C)n3)o2)c(OC)c1	-7	/	/	0.5
26	N#Cc1ccccc1OCC(=O)NC(=O)NCc1ccco1	-76	/	/	0.0
27	Cc1ccc(NS(=O)(=O)c2ccc(F)cc2)nc1	8	-2	0	0.0
28	C/C=C/c1cnc2c(c1)C(=O)N([C@H](C)CO)C[C@@H](C)[C@H](CN(C)C(=O)c1ccc3c(c1)OCO3)O2	-2	3	-2	-0.9
29	N#Cc1cccc(-c2ccc(C3[C@H]4CNC[C@@H]3N4S(=O)(=O)c3cccc(F)c3)cc2)c1 (some centres not stated)	-4&39	/	/	0.2&0.0
30	Cc1ccc(COc2ccc(CNCCCN3CCCCCC3=O)cc2)cc1	-18	7	20	0.1

no.	FN deposition inh	RAD52 inh	S100A4 MyoIIA	E-sel inducer
21	4	-13	-1	0.1
22	-6	-10	-20	-0.1
23	5	-16	14	-0.3
24	-8	-92	-15	0.7
25	-6	-8	1	0.7
26	6	-10	1	/
27	0	-11	2	/
28	7	3	-25	0.2
29	4&1	26&25	6&-23	0.3
30	-5	18	2	/

Next section:
no.	SMILES	EWS-Fli block	RAD54 inh	esBAF inh	XiGFP reactiv
31	C[C@@H]1CN([C@@H](C)CO)S(=O)(=O)c2ccc(C#CC3(O)CCCC3)cc2O[C@@H]1CN(C)C(=O)Nc1ccc(F)cc1	-1	2	-5	-0.3
32	CCC(=O)c1ccc(OCC(=O)OC(C)C(=O)N2CCc3ccccc32)cc1 (configuration not stated)	0	/	/	0.4
33	Cc1cc2nc3n(c2cc1C)CC1CC(C(=O)NCc2cccc(Br)c2)N(C)C31 (configuration not stated)	0	1	4	0.0
34	CCSc1nnc(NC(=O)C2CCCN(S(=O)(=O)c3cnc[nH]3)C2)s1 (configuration not stated)	-1	-3	3	0.1
35	O=C(NCCc1ccc(F)cc1)C(=O)NCC1CCCN1S(=O)(=O)c1cccs1 (configuration not stated)	4	/	/	0.2
36	CCNC(=S)NNC(=S)NCc1ccccc1	-21	/	/	0.0
37	CO[C@@H]1CN(C)C(=O)c2ccc(NC(=O)NC(C)C)cc2OC[C@H](C)NC[C@H]1C	1	-4	1	0.1
38	C=Cn1cc[n+](CC(=O)c2ccc(C)cc2)c1	3	/	/	0.4
39	OC1CCN(C(c2ccc3ncccc3c2)c2nnnn2C2CCCCC2)CC1 (configuration not stated)	1	-7	1	/
40	CS(=O)(=O)N(CC(=O)Nc1ccccc1C(=O)N1CCOCC1)c1ccc(F)c(Cl)c1	/	-7	2	0.0

no.	FN deposition inh	RAD52 inh	S100A4 MyoIIA	E-sel inducer
31	/	-2	3	-0.1
32	3	-8	-4	/
33	6	-12	-4	-0.2
34	-1	-7	10	/
35	4	-15	-4	/
36	5	-4	14	/
37	-1	4	18	-0.1
38	1	-10	-13	2.2
39	/	-19	1	/
40	-1	-2	-5	-0.6

More structures follow.
no.	SMILES	EWS-Fli block	RAD54 inh	esBAF inh	XiGFP reactiv
41	CCc1ccc(NC(=O)CSc2nc3[nH]ncc3c(=O)[nH]2)cc1	1	4	2	0.0
42	O=C(Nc1ccccn1)C12CC3CC(CC(C3)C1)C2	2	6	-7	/
43	C[C@@H]1CN([C@H](C)CO)C(=O)c2cc(NS(=O)(=O)c3ccc(Cl)cc3)ccc2O[C@H]1CN(C)Cc1ccc(C(=O)O)cc1	-8	-2	-8	-0.7
44	COc1ccc(CN2[C@H](CO)[C@@H]3c4ccccc4N(C(=O)Nc4ccc(F)cc4)C[C@@H]32)cc1	-1	3	2	0.4
45	CCCNC(=O)C[C@H]1CC[C@H]2[C@H](COc3ccc(NC(=O)c4cccc(C(F)(F)F)c4)cc3C(=O)N2C)O1	3	-2	7	0.2
46	CO[C@@H]1CN(C)C(=O)c2ccc(NS(=O)(=O)CC(F)(F)F)cc2OC[C@H](C)N(Cc2cccnc2)C[C@H]1C	-2	-10	-1	0.5
47	CCCNc1c(NS(=O)(=O)c2ccc(C)c(C)c2)c(=O)oc2ccccc12	-7	-1	-5	0.0
48	O=C1CC(NC(=O)C(F)(F)F)=NN1c1ccccc1	-4	/	4	0.0
49	Cc1ccc(S(=O)(=O)N2CCN(S(=O)(=O)c3ccccc3Br)CC2)cc1	5	-9	-1	0.1
50	CN(CC(=O)NNC(=O)CNC(=O)c1ccccc1Cl)S(=O)(=O)c1ccc(Cl)cc1	-2	5	/	0.2

no.	FN deposition inh	RAD52 inh	S100A4 MyoIIA	E-sel inducer
41	18	-2	5	/
42	/	-9	5	/
43	1	3	-46	25
44	/	-1	1	-0.3
45	-17	-4	2	0.3
46	-12	2	-12	-0.1
47	13	-2	2	/
48	-2	-7	-1	/
49	7	-13	-2	-0.3
50	/	-2	-3	0.0

Random excerpt: two records from the list, in no set order.
no.	SMILES	EWS-Fli block	RAD54 inh	esBAF inh	XiGFP reactiv
33	Cc1cc2nc3n(c2cc1C)CC1CC(C(=O)NCc2cccc(Br)c2)N(C)C31 (configuration not stated)	0	1	4	0.0
16	O=C(/C=C/c1cccc([N+](=O)[O-])c1)NCCSCc1cccc(Cl)c1	/	-13	/	-0.2

no.	FN deposition inh	RAD52 inh	S100A4 MyoIIA	E-sel inducer
33	6	-12	-4	-0.2
16	0	/	/	0.4
